Source: PubChem
A3G deaminase: APOBEC3G DNA deaminase inhibitors, primary screen, biochemical, fluorescence, single-stranded DNA substrate, uHTS; DNA dC->dU-editing enzyme APOBEC-3G (Homo sapiens), Q9HC16; recombinant A3G, ssDNA deamination FAM/TAMRA fluorescence; inhibition, % at 20 µM; 330,000 tested, 0.28% active;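 active means inhibition of at least 40% at 20 µM, with no more than 30% in the related APOBEC3A deaminase screen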;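 further: plate controls were DMSO wells with A3G for no effect and wells lacking A3G enzyme for full effect; some compounds called inactive have numbers as strong as hits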
A3A deaminase: APOBEC3A ssDNA deaminase inhibitors, primary screen, selectivity assay for APOBEC3G inhibitor project, biochemical, FAM/TAMRA oligo cleavage fluorescence. inhibition, % at 20 µM. DNA dC->dU-editing enzyme APOBEC-3A (Homo sapiens), P31941. AID 493011, 2011. 330,000 tested, 0.41% active. recombinant A3A, FAM/TAMRA ssDNA deamination fluorescence;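 active means at least 40% inhibition at 20 µM here, with at most 30% in a related deaminase screen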;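 further: plate controls were A3A with DMSO for no effect and wells lacking A3A enzyme for full effect; some results filed as inactive read as strong as hits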
Target sequence (P31941 whole entry, looked up): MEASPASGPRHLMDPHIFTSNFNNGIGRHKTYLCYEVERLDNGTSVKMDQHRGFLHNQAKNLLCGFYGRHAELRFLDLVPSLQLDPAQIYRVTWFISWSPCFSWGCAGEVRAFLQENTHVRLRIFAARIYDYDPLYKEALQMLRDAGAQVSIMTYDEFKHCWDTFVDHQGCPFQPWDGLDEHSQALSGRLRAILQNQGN
mIAP act: activators of mouse IAP, primary screen, biochemical, luminescence, uHTS | muIAP, CDP-Star luminescence, 30 min; active compounds read high; 1 = vehicle-only enzyme signal, 0 = enzyme-free wells | activation factor at 10 µM | intestinal alkaline phosphatase [Mus musculus] | 330,000 tested, 0.24% active;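 active means activation factor of at least 2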; further: the source names both 10 and 20 µM as test concentration; values of inactives mirror those of a sister screen read the other way
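Assay system: mouse IAP enzyme; reagent: chemiluminescent substrate CDP-Star; dosing: test compounds delivered from DMSO solution; schedule: 30 min at room temperature; measured by: luminescence from enzymatic CDP-Star hydrolysis; controls: DMSO-only wells and no-enzyme negative control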
hIAP act: human IAP activators, primary screen, biochemical, luminescence, uHTS. purified human IAP, CDP-Star luminescence, 30 min; active compounds read high; 1 = vehicle-only enzyme, 0 = enzyme-free background. activation factor at 10 µM. 330,000 tested, 0.16% active;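 active means activation factor of the enzyme at least 2-fold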; further: the source names both 10 and 20 µM as test concentration; values of inactives mirror those of a sister screen read the other way
Target sequence (P09923 whole entry, looked up): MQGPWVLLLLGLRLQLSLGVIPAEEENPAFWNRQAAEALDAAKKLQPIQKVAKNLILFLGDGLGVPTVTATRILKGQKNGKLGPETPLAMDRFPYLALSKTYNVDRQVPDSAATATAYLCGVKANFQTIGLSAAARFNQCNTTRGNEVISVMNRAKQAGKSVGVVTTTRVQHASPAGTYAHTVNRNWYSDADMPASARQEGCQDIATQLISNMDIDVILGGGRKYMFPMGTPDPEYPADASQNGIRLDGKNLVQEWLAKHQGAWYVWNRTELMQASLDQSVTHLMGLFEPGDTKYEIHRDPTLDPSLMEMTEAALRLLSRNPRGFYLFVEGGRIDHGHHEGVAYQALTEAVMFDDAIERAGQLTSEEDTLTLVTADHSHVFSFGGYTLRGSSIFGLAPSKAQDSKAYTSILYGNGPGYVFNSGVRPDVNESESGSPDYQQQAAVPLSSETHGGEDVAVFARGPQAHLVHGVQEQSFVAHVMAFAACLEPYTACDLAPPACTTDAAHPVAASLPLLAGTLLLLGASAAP
MIN6 prolif: inducers of MIN6 beta-cell proliferation, primary screen, ATP luminescence, uHTS. MIN6 cells proliferation, ATPlite luminescence, 48 h; cells starved in 0.2% serum; 100% = growth in 10% serum. 330,000 tested, 0.29% active. proliferation, % at 10 µM;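 active means compounds whose signal lies at least 3.5 SD above the mean of all wells on their plate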;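 further: 0% = DMSO-treated cells in low-serum medium and 100% = 10% serum control; some compounds called inactive have numbers as strong as hits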
SENP1 inh: human SENP1 catalytic domain inhibitors, primary screen, biochemical, FRET, uHTS; Sentrin-specific protease 1 (Homo sapiens), Q9P0U3; recombinant SENP1 catalytic domain, CyPet-SUMO1-YPet FRET cleavage; inhibition, % at 10 µM; 360,000 tested, 0.21% active; AID 624204, 2012;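 active means inhibition at least 30% at 10 µM, raw YFP signal under a set limit, fluorescence ratio 0.5 to 1.5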;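 further: 0% = enzyme with DMSO and 100% = no enzyme wells; some results filed as inactive read as strong as hits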
Target sequence (Q9P0U3 419-644 limits assumed): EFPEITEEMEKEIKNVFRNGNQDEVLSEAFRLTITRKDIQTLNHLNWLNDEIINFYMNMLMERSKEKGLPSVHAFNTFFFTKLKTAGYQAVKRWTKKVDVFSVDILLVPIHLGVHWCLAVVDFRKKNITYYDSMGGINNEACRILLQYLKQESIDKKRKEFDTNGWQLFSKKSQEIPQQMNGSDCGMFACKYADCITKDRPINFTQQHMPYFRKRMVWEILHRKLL
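Assay system: hSENP1 catalytic domain, recombinant. Amount: SENP1 enzyme, 20 pM final. Schedule: 50 min reaction, RT, dark. Technique: FRET, CFP and YFP emission. Control set: no-enzyme wells low, DMSO-plus-enzyme wells high control.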
mIAP inh: inhibitors of mouse IAP, primary screen, biochemical, luminescence, uHTS; intestinal alkaline phosphatase [Mus musculus]; purified mouse IAP, CDP-Star luminescence, 30 min; inhibition, % at 10 µM; 330,000 tested, 0.2% active;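 active means inhibition of at least 40% at 10 µM in the primary screen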;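 further: plate controls were DMSO with enzyme for no effect and no enzyme wells for full effect; values of inactives mirror those of a sister screen read the other way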
hIAP block: human IAP inhibitors, primary screen, biochemical, luminescence, uHTS. Intestinal-type alkaline phosphatase (Homo sapiens), P09923. purified IAP, CDP-Star luminescence, 30 min. inhibition, % at 10 µM. 330,000 tested, 0.12% active. AID 2544, 2010;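 active means inhibition reaching a set limit with compound at 10 µM in the primary screen, cut at about 35% in these data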;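 further: plate controls were DMSO wells with enzyme for no effect and no-enzyme buffer wells for full effect; values of inactives mirror those of a sister screen read the other way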
NLRP3 yeast inh: NALP3 inflammasome inhibitors in reconstituted yeast, primary screen, luminescence, uHTS; Yeast reconstituted NLRP3/ASC/caspase-1, beta-gal luminescence, 24 h; inhibition, % at 10 µM; 330,000 tested, 0.39% active; AID 2825, 2010;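 active means inhibition of 50% or more; inactive means inhibition below 50%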;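 further: plate controls were induced DMSO wells for no effect and uninduced yeast grown without galactose for full effect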
* marks the source's active call; other numbers are inactive results; / = not tested or not shown. Only part of the results is shown (hit frequency here may not be typical).

SMILES	A3G deaminase	A3A deaminase	mIAP act	hIAP act	MIN6 prolif	SENP1 inh	mIAP inh	hIAP block	NLRP3 yeast inh
COc1cccc(CC(NC(C)=O)C(=O)NC2CCN(S(=O)(=O)c3ccc(NC(C)=O)cc3)CC2)c1 (stereo not given)	-7	-2	1	1.1	-1	1	-1	-9	28
O=C(Cc1ccccc1)NCC(=O)N1CCCCCC1	-4	0	0.98	0.92	-1	0	2	8	-2
COc1cccc(CN2CCC(n3nccc3NC(=O)CCOc3ccccc3)CC2)c1	-8	-4	1.1	1.1	2	-1	-15	-7	7
COc1ccc(CNC(=O)C2COc3ccccc3O2)cc1 (stereo not given)	2	1	1	0.95	-1	3	-1	5	0
COC(=O)c1ccc(C)c(-n2c(=O)n(Cc3ccccc3)c(=O)c3[nH]cnc32)c1	-6	-1	0.97	0.98	1	1	3	2	12
COC(=O)CS(=O)(=O)c1cc([N+](=O)[O-])ccc1NC(=O)OC	-13	-2	0.93	0.88	-2	0	7	12	11
Cc1ccc(C(=O)Oc2cccc(NC(=O)c3ccco3)c2)cc1S(=O)(=O)N1CCC(C)CC1	0	0	0.97	1.3	-5	1	3	-26	8
Cc1cc(=O)oc2cc(OCCC[n+]3ccccc3)ccc12	-8	21	1.1	1	0	1	-8	-1	-6
COc1cc([N+](=O)[O-])ccc1NC(=O)Cn1ccsc1=N	-15	-5	0.97	1.1	-5	-1	3	-7	30
CCn1c(COc2ccccc2C)nnc1SCC(=O)CC(=O)Nc1ccccc1OC	-2	2	1	1	-6	0	-2	-5	9
CCCc1cc(=O)[nH]c(SCC(=O)N(CCC#N)c2ccc3c(c2)OCCO3)n1	-9	-4	1.1	0.81	-3	2	-5	19	0
COC(=O)CN(C)C1CC(=O)N(c2ccc(Cl)cc2)C1=O (stereo not given)	-8	-2	0.99	0.98	-1	2	1	2	6
C/C(=N\NC(=S)Nc1cccc(C)c1)c1ccccc1	-4	-3	0.94	1	-4	2	6	-2	42
CCCCC(=O)N/N=C(\C)CC(=O)Nc1cc(Cl)ccc1OC	0	1	1.1	0.96	-4	2	-7	4	6
O=C(Cc1ccc(-n2cccc2)cc1)N1CCc2ccccc21	2	8	1.1	1	-2	-1	-7	-3	34
CN(c1ccc(C(=O)NCCSC(C)(C)C)cc1)S(C)(=O)=O	-8	-1	1	1.1	-3	1	-4	-5	23
COc1ccc(CNC(=O)c2cc(S(=O)(=O)N3CCCC3)cn2C)cc1	-2	2	1.1	0.81	-2	-3	-8	20	15
CCC(C)NC(=O)CSc1nnc(-c2ccncc2)n1-c1ccc(OC)cc1 (stereo not given)	1	6	0.95	0.91	-1	-1	5	9	20
CCOC(=O)c1cccc(NC(=O)CS(=O)(=O)Cc2nc(-c3cccc(OC)c3)oc2C)c1	-8	-4	1	1	-3	0	-2	0	16
CCOc1ccc(CC(=O)Nc2ccc(-c3ccc4nnc(C)n4n3)cc2)cc1	1	4	0.95	0.78	-2	2	5	22	5
COCCC(=O)N1CCC(Oc2ccc(C(=O)N3CCCC(CCCO)C3)cc2)CC1 (stereo not given)	3	3	1	1	0	2	-5	-2	0
CCCCOc1ccc(C(=O)NCC(=O)OCC(=O)c2c(N)n(C)c(=O)n(C)c2=O)cc1	-8	-5	1.2	1.3	-5	-1	-18	-27	9
COc1ccc(C(=O)C(/C=N/O)=N/Nc2ccc(F)cc2)cc1	-8	-3	0.92	0.89	1	-11	8	12	35
O=C(CN1CCC(C(=O)c2cccc(Cl)c2)CC1)Nc1cccc(C(=O)O)c1	-7	0	1.1	1.2	-1	-3	-15	-23	-3
O=C(CSc1n[nH]c(=O)n1-c1cccnc1)N1CCOCC1	-7	-1	1.1	0.86	-2	2	-7	14	4
Following part:
SMILES	A3G deaminase	A3A deaminase	mIAP act	hIAP act	MIN6 prolif	SENP1 inh	mIAP inh	hIAP block	NLRP3 yeast inh
COc1ccc(S(=O)(=O)N2CCOC2CNC(=O)C(=O)NCc2ccccc2OC)cc1 (stereo not given)	-8	-2	1	0.98	1	0	-2	2	3
Cc1cccc(CN2CCN(Cc3cnn(-c4ccccc4F)c3)CC2CCO)n1 (stereo not given)	-7	2	1	0.95	-2	0	-4	5	-2
CN(Cc1cccc(F)c1)CC(O)COCc1ccccc1Cl (stereo not given)	-9	-1	1	1	-2	2	-2	0	29
COc1cccc(NC(=O)N(CCCN2CCOCC2)C(C)c2cc3cccc(OC)c3o2)c1 (stereo not given)	-5	-4	1.1	1.3	3	2	-8	-28	21
CC1CCCCN1C(=O)CN1C(=O)c2ccccc2S1(=O)=O (stereo not given)	1	1	1	1.1	-1	1	-3	-5	0
Cc1noc(C)c1COc1ccc(C(=O)OCc2nnc(-c3ccc(Cl)cc3)o2)cc1	1	0	0.9	1.2	-2	0	10	-23	14
COc1ccc(N2CCC(CNC(=S)Nc3c(C)cccc3C)C2)cc1 (stereo not given)	3	7	1.1	1	-6	-2	-9	-5	24
CC(C)=CCc1c2c(c3occ(-c4ccc(O)cc4)c(=O)c3c1O)C=CC(C)(C)O2	10	1	0.92	1.2	-6	-1	8	-22	4
Cc1ccc(CC(=O)N2CCN(c3ccccn3)CC2)cc1	1	-1	0.98	1	0	3	2	0	-6
COc1cccc(C(=O)NNC(=O)c2ccccc2Br)c1	6	2	0.96	1.1	3	2	4	-6	-12
CN(Cc1ccccc1)C(=O)C1CCN(S(=O)(=O)c2cc([N+](=O)[O-])ccc2Cl)CC1	-6	2	0.99	1.3	2	-2	1	-29	10
O=C(NCCc1ccccc1)C(=O)NCC1CCNCC1	1	3	1	1.1	3	/	-2	-9	0
Cc1ccc(C)c(S(=O)(=O)N2CCN(C(=O)CCc3nc4ccccc4c(=O)[nH]3)CC2)c1	-2	-4	1	1.1	-3	-6	-5	-10	6
CCOC(=O)Cn1nc(C)c(NC(=O)COc2cccc(Cl)c2)c1C	-6	0	1.1	1	0	3	-8	-1	3
O=C(c1cccs1)N(Cc1ccc(Cl)cc1)C1CCS(=O)(=O)C1 (stereo not given)	3	2	1	1.1	4	-4	-2	-11	6
Cc1cc(NC(=O)COc2ccccc2)ccc1Cl	-4	-3	1	0.93	-3	0	0	7	28
O=S(=O)(NCc1ccccn1)c1ccc2ccccc2c1	-5	1	0.92	1.1	6	-1	8	-8	10
COc1ccc(CCNC(=O)CSc2nnnn2-c2ccccc2OC)cc1OC	0	-1	0.91	1	1	-1	9	-3	14
COCCSc1nc2c(c(=O)[nH]c(=O)n2C)n1CCCc1ccccc1	19	-6	0.94	1.3	-3	1	6	-29	22
CCNc1nc(NC(C)C)nc(N(C#N)CCOc2ccccc2)n1	1	1	1.1	1	-3	1	-10	-4	0
Cc1ccc(C2NC(c3ccc(C)cc3)C(C)C(=O)C2C)cc1 (stereo not given)	-1	2	0.92	1	-4	3	8	-2	12
COC(=O)c1[nH]c(C)c(/C(O)=C2\C(=O)C(=O)N(CCCN3CCOCC3)C2c2ccccn2)c1C (stereo not given)	-4	-2	0.99	0.86	3	-16	1	14	-3
c1ccc(Oc2cc(-c3ccccc3)ncn2)cc1	6	-2	0.99	1.1	0	2	0	-9	52*
Cc1ccc(S(=O)(=O)NCCS(=O)(=O)N2CCN(c3ccc(F)cc3)CC2)cc1	-4	-1	1.1	0.94	1	1	-6	6	23
N#CCSc1nnc(-c2ccccc2)c(-c2ccccc2)n1	-6	-2	0.94	0.86	-3	1	6	14	2

Profiles from above. Values in the order: A3G deaminase, A3A deaminase, mIAP act, hIAP act, MIN6 prolif, SENP1 inh, mIAP inh, hIAP block, NLRP3 yeast inh
Cc1cc(=O)oc2cc(OCCC[n+]3ccccc3)ccc12 is listed with -8, 21, 1.1, 1, 0, 1, -8, -1, -6
O=S(=O)(NCc1ccccn1)c1ccc2ccccc2c1 is listed with -5, 1, 0.92, 1.1, 6, -1, 8, -8, 10
CN(Cc1ccccc1)C(=O)C1CCN(S(=O)(=O)c2cc([N+](=O)[O-])ccc2Cl)CC1 is listed with -6, 2, 0.99, 1.3, 2, -2, 1, -29, 10

The list continues.
SMILES	A3G deaminase	A3A deaminase	mIAP act	hIAP act	MIN6 prolif	SENP1 inh	mIAP inh	hIAP block	NLRP3 yeast inh
COCCNC(=O)/C(C#N)=C/C(C)=C/c1ccccc1	-5	-3	1	0.97	0	2	-3	3	2
Cc1cc(C)cc(N2C(=O)C3CCCN3C2=S)c1 (stereo not given)	-1	7	1	1	-2	0	0	-1	5
Cn1c(=O)c(C(=O)CN2CCN(Cc3ccc4c(c3)OCO4)CC2)c(N)n(Cc2ccccc2)c1=O	1	-10	0.99	1.2	-4	-8	1	-16	14
Cc1ccsc1C(=O)OCC(=O)N(C)c1c(N)n(Cc2ccccc2)c(=O)[nH]c1=O	-1	-2	0.92	0.95	-4	-1	8	5	14
COc1ccc(CCNc2ncnc3sccc23)cc1OC	-10	-2	1.1	1	-6	-52	-9	-2	20
OCCN1CCN(CC(O)COc2ccc3c(c2)OCO3)CC1 (stereo not given)	-6	-1	0.95	0.74	-4	4	5	26	11
COc1cccc(CNC(=O)C2CC(=O)N(C3CCCCCCC3)C2)c1 (stereo not given)	2	0	0.89	1.1	-1	-2	11	-15	3
Cc1cccc(NC(=S)N(C)Cc2cn(C)c3ccccc23)c1	-4	-4	0.92	0.94	0	-3	8	6	15
CCc1ccc(NS(=O)(=O)c2cccc3nsnc23)cc1	-6	-1	0.95	0.98	-2	2	5	2	21
CCCCc1c(C)c2ccc(OCC(C)=O)cc2oc1=O	-9	-3	1.1	0.87	-3	-4	-7	13	45
Cc1cc(NC(=O)COC(=O)C(Nc2ccc(C(F)(F)F)cc2Cl)C(C)C)no1 (stereo not given)	0	0	0.85	0.95	-6	1	15	5	16
COC(=O)c1cncc(O)c1	-5	-4	0.94	0.96	-4	1	6	4	11
CCSc1ncc(Cl)c(C(=O)Nc2ccccc2)n1	-5	2	0.98	0.94	0	-1	2	6	11
COc1cc(SC)ccc1C(=O)N(Cc1ccccc1)c1ccccc1	-7	-2	0.93	1.1	-6	2	7	-7	7
Nc1c(Nc2ccccc2)c2ccccc2oc1=O	1	-3	0.99	0.99	-5	-1	1	1	23
O=C(NNC(=S)NC(=O)c1ccco1)c1ccc(F)cc1	-1	-2	0.86	1.3	-1	0	14	-25	-3
O=c1c2sccc2nc(SCc2cc(=O)n3cc(Br)ccc3n2)n1Cc1ccccn1	-13	2	0.94	0.97	-3	-12	6	3	15
O=C1NC(Cc2c[nH]c3ccccc23)C(=O)N1c1ccc(F)cc1 (stereo not given)	-8	-7	1.1	1.1	1	-1	-7	-10	17
